# ABCG2 inh – human ABCG2 inhibition, ABCB1 as counter-screen; Q9UNQ0; IgMXP3 cells, JC-1 efflux, flow cytometry; inhibition, % at 6.6 µM; 190,000 compounds, 0.1% hits; AID 1325;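 active = inhibition above 80%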;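 note: 0% = DMSO and 100% = nicardipine control wells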
# Target sequence (Q9UNQ0 whole entry, looked up): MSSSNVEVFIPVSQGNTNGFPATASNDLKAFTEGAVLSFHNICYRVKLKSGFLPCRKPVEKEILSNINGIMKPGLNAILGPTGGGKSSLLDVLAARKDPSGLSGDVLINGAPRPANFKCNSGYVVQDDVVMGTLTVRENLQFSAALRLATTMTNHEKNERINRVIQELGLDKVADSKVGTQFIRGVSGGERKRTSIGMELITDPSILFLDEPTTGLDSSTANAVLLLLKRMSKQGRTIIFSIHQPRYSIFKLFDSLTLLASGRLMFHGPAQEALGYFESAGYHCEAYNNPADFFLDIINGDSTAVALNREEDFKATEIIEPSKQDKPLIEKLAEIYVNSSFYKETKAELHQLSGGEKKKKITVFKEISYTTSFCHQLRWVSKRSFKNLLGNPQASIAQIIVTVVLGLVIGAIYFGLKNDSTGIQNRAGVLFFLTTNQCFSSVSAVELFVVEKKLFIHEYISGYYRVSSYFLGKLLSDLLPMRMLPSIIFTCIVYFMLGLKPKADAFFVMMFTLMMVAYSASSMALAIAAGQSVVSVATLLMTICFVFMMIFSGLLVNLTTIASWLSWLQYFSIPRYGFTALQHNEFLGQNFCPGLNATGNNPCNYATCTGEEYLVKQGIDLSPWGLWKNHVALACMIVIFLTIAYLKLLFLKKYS
#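 Assay system – ABCG2 IgMXP3 and barcoded ABCB1 CCRF-Adr cell mix · Input – 3 million cells/mL in well · Reagent – JC-1 fluorescent substrate · Compound – single test compound dose, 6.6 µM final · Timing – 10 min exposure at 25 °C with rotation, no wash · Detection – flow cytometry of retained JC-1 fluorescence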
# ABCB1 inh – blocks JC-1 efflux by human ABCB1 transporter; P08183; CCRF-Adr cells, flow cytometry; 190,000 compounds, 0.067% hits; AID 1326; inhibition, % at 6.6 µM; in the data active = inhibition above about 40%;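 note: 0% = vehicle and 100% = reference inhibitor; higher value means more JC-1 retained so stronger ABCB1 efflux block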
# Rab2 wt GTP – changes GTP binding to wildtype dog Rab2A, up or down; GST-Rab2 wt beads, Bodipy-GTP binding, flow cytometry; GTP binding activity, % at 10 µM; 190,000 compounds, 0.19% hits;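 active = GTP binding activity at least 20 points away from 100%, either lowered or raised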;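 note: 0% = beads with excess unlabeled GTP and 100% = no-compound control corrected for plate trend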
# Rac1 mut GTP – human Rac1 activated mutant GTP binding change; percent activity (GTP binding), % at 10 µM; 190,000 compounds, 0.11% hits; AID 764; GST-Rac1 activated beads, fluorescent GTP binding, flow cytometry; actives lie on both sides; 100% means binding = to untreated wells;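 active = GTP binding at least 20 percentage points away from the 100% baseline, in either direction, so actives lie on both sides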
# HRas wt GTP bind – modulators of GTP binding to human HRas wildtype; GTP binding activity, % at 10 µM; P01112; GST-Ras wt beads, Bodipy-FL-GTP binding, flow cytometry; actives lie on both sides; 190,000 compounds, 0.14% hits; AID 759;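 active = GTP binding activity at least 20% away from the 100% baseline, either lowered as inhibitor or raised as activator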;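 note: 0% = unlabeled GTP competition control and 100% = no-compound control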
# Target sequence (P01112 whole entry, looked up): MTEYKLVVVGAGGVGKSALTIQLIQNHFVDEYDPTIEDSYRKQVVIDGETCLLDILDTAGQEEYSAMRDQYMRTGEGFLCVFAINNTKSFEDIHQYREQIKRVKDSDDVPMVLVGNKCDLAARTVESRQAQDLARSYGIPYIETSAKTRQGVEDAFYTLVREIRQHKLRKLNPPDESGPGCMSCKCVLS
# Avidin bead fluor – avidin bead compound fluorescence profile; Avidin beads, compound fluorescence 488/530 nm, flow cytometry; hits give high values; fluorescence (KMESF) at 10 µM; 220,000 compounds, 0.38% hits; AID 1775; in the data active = fluorescence above about 47; note: inactives centre near 10
# Pf gamet viab – inhibitors of late stage P. falciparum gametocyte viability; P. falciparum stage V gametocytes, ATP luminescence, 24 h; inhibition, % at 10.9 µM; 150,000 compounds, 0.065% hits;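 active = inhibition above the mean plus 3 SD of compounds within the control limits, set per campaign, cut at about 38% in these data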;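 note: 0% = DMSO wells and 100% = medium only without gametocytes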
# Cdc42 wt – changes GTP binding to wildtype human Cdc42; P60953; GST-Cdc42 beads, Bodipy-GTP binding, flow cytometry; actives lie on both sides; percent activity (GTP binding), % at 10 µM; 190,000 compounds, 0.2% hits;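 active = percent activity GTP binding at least 20 points away from the 100% baseline, either down as inhibitor or up as activator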;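 note: median bead fluorescence of bound Bodipy-FL-GTP at 100 nM; 0% = excess unlabeled GTP control and 100% = no compound control; below 100% means less GTP binding so inhibitor and above means activator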
# Target sequence (P60953 whole entry, looked up): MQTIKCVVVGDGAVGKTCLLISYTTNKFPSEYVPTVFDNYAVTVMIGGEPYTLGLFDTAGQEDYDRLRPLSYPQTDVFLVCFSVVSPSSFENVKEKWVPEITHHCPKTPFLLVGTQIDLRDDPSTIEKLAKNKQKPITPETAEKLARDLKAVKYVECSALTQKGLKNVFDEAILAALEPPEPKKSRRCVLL
# GSH bead fluor – GSH bead compound fluorescence profile; GSH beads flow cytometry, compound fluorescence 488/530 nm; hits give high values; fluorescence (KMESF) at 10 µM; 190,000 compounds, 0.25% hits; in the data active = fluorescence above about 89;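 note: glutathione beads carrying GST-tagged Bcl family fusion proteins plus one bare bead set; values are compound well signal with DMSO vehicle wells as background; inactives centre near 16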
# Rab7 wt GTP bind – alters GTP binding to wildtype dog Rab7; GST-Rab7 beads, fluorescent GTP binding, flow cytometry; actives lie on both sides; untreated = 100%, excess cold GTP = 0%; GTP binding activity (percent of control), % at 10 µM; 190,000 compounds, 0.055% hits; AID 758;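 active = fluorescent GTP binding to Rab7 beads changed by at least 20 points from the 100% baseline, either direction, mostly lower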;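 note: median green fluorescence of bound Bodipy-FL-GTP per Rab7 bead population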
# Rac1 wt GTP bind – human Rac1 wildtype GTP binding, inhibitors and activators; P63000; GST-Rac1 beads, fluorescent GTP binding, flow cytometry; actives lie on both sides; 0 = cold GTP competed, 100 = untreated; GTP binding activity (% of control), % at 10 µM; 190,000 compounds, 0.27% hits; AID 757;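 active = GTP binding activity at least 20 points away from the 100% control level, either lower or higher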
# * marks the source's active call; other numbers are inactive results; . = not tested or not shown.
SMILES,ABCG2 inh,ABCB1 inh,Rab2 wt GTP,Rac1 mut GTP,HRas wt GTP bind,Avidin bead fluor,Pf gamet viab,Cdc42 wt,GSH bead fluor,Rab7 wt GTP bind,Rac1 wt GTP bind
COc1ccc(Cl)cc1-c1n[nH]c(=S)n1C,6,0.0,103,101,102,11,-15,102,26,104,106
Cc1cccc(OCc2n[nH]c(=S)n2Cc2ccccc2)c1,0,-0.8,96,96,97,10,12,99,19,93,98
Cc1cc(C)n2cc(CSc3ccc(Br)cc3)nc2n1,1,-0.2,95,93,93,21,-5,97,7,93,93
CCCCNC(=O)NS(=O)(=O)c1ccc(C(=O)OC)o1,1,0.5,95,96,95,15,14,98,40,94,93
CCOC(=O)C1(CCc2ccccc2)CCN(Cc2nccn2CC)CC1,5,1.2,98,91,96,2,3,97,10,104,95
Cn1c(=O)c2c(n(Cc3ccccc3)c1=O)NC(=O)C2CC(=O)O (stereo not given),2,0.5,103,101,103,37,.,106,11,103,108
COC(=O)C1=CN(c2cccc(C)c2)C=C(C(=O)OC)C1c1cc(OC)c(O)c([N+](=O)[O-])c1,0,1.0,101,98,102,8,-23,102,22,100,100
CN(C)S(=O)(=O)Nc1ccc2c(c1)Cc1ccccc1-2,19,1.8,99,97,100,28,-5,99,14,98,101
COc1ccc(NC2=Nc3ccccc3CC2)cc1,8,1.8,97,97,95,31,.,100,20,97,100
COC(=O)C(CC(C)C)NC(=O)c1ccc(F)cc1 (stereo not given),-5,-3.1,97,97,98,6,9,98,32,100,98
CCCCC1NC(C(=O)O)CS1 (stereo not given),5,0.5,102,102,103,3,-2,102,17,102,103
COc1cc(CN2CCC(C(=O)N3CCN(c4ccccc4F)CC3)CC2)ccc1O,2,0.7,104,98,102,10,13,102,16,99,99
Cc1cccc(N(Cc2ccccc2F)S(C)(=O)=O)c1,2,0.3,102,99,100,34,.,99,25,102,104
CN(C)C(=O)C1(c2ccccc2)CCN(S(=O)(=O)c2ccccc2)CC1,2,1.1,102,100,100,6,1,103,60,99,101
CC(C)CCNC(=O)NC(=O)COc1ncnc2sccc12,33,2.6,98,96,95,12,.,99,28,99,100
COC(=O)/C(=C/c1ccccc1)NC(=O)c1ccco1,-1,-0.1,104,103,107,5,.,104,14,111,107
COc1cc(OC)cc(C(=O)Nc2c(C)nn(-c3ccccc3)c2C)c1,9,1.4,98,95,98,6,11,96,21,107,98
O=C(NCCOc1ccccc1Cl)C(=O)c1c[nH]c2ccccc12,1,-0.2,98,95,98,24,-3,98,9,107,96
CC1CCN(C(=O)c2ccc(SCc3ccccc3F)c([N+](=O)[O-])c2)CC1,10,.,100,101,101,11,1,95,9,97,101
COc1ccc(CNC(=S)Nc2ccc(OC)cc2)cc1,2,0.1,101,103,100,17,-11,104,13,97,103
COc1cc(CNCCN(C)C)c(Br)cc1OCC(=O)NCc1ccccc1,1,0.0,101,99,97,13,-10,100,10,97,102
CCC(=O)NCCc1nc2cc(NC(=O)c3ccccc3OC)ccc2n1C,2,0.1,104,98,104,8,.,105,11,104,107
O=C(c1ccco1)N1CCN=C1SCc1ccc(F)cc1,4,0.9,100,98,99,6,.,101,17,102,96
COc1cccc(-c2nnc(SCC(=O)Nc3ccc(S(N)(=O)=O)cc3)n2C)c1,0,0.1,99,101,102,5,.,103,26,102,104
O=S(=O)(NCc1ccccc1)c1ccc(S(=O)(=O)N(Cc2ccccn2)C2CCCC2)cc1,2,5.6,96,97,95,15,.,94,15,95,101
CCOc1ccccc1OCC(=O)Nc1ccc(Cl)cc1Cl,-1,-0.4,99,96,100,41,.,99,14,99,98
COc1ccc(OC)c(C2CC(=O)C3=C(C2)NC(=O)CC3c2ccc(O)c(OC)c2)c1 (stereo not given),1,0.3,101,100,103,36,-10,103,20,103,104
CCO[C@@H]1OC(C(=O)N2CCOCC2)=C[C@H](c2ccccc2)[C@H]1CCCO,1,0.6,95,95,98,6,.,99,22,96,98
Cn1c(=O)c2c(nc(Oc3ccc4c(c3)OCO4)n2Cc2ccc(F)cc2)n(C)c1=O,5,1.6,99,98,99,6,17,99,36,98,98
COC(=O)c1cc(Cl)c(NC(=O)C(C)C)cc1OC,8,0.0,98,93,97,11,.,95,9,112,97
Cc1ncc(C[n+]2csc(CCOC(=O)CC34CC5CC(CC(C5)C3)C4)c2C)c(N)n1,0,0.2,97,97,97,15,18,101,4,95,104
COc1ccccc1CNC(=O)CSc1ccc(-c2cccs2)nn1,0,0.4,100,99,101,27,23,100,7,107,103
O=C1C(=O)N(O)C2CCCCC2N1O (stereo not given),0,-0.1,101,99,100,13,.,102,12,101,102
Cc1ccc(C(C)C)c(OCc2ccc(-c3nnco3)cc2)c1,11,8.2,101,97,100,15,-25,101,24,101,101
COc1ccccc1NC(=S)N1CC(C)OC(C)C1 (stereo not given),0,-0.9,95,91,93,9,5,91,15,96,91
C/C=C/c1ccc(OCC(O)CN2CCCCC2CC)c(OC)c1 (stereo not given),2,1.0,93,95,98,11,-27,97,16,95,101
C=C(C)[C@@H]1CCC2(C(=O)O)CC[C@]3(C)[C@H](CC[C@@H]4[C@@]5(C)CCC(=O)C(C)(C)[C@@H]5CC[C@]43C)[C@@H]12 (stereo not given in full),-3,-0.7,94,94,97,11,.,97,18,97,95
O=C(CNCCO)Nc1ccc(F)c(Cl)c1,2,0.4,98,95,98,12,7,94,13,105,97
CCOC(=O)C(C)CC(C)C(=O)N1CCOCCN(C(=O)C(C)CC(C)C(=O)OCC)CCOCC1 (stereo not given),9,0.7,101,99,101,10,.,103,32,102,102
CCOC(=O)c1ccc(NC(=O)CSc2nnc(CCc3ccc(C)o3)n2-c2ccccc2)cc1,4,1.5,94,94,94,8,.,96,24,92,93
C=CCn1c(N)c(C(=O)OC(C)(C)C)c2nc3ccccc3nc21,3,0.8,103,99,104,22,-2,102,22,106,103
Cc1ccc(C)n1-n1cnc2sc3c(c2c1=O)CCCCC3,2,0.7,102,97,102,19,-13,105,13,104,101
Cc1ccccc1Nc1nnc(SCC(=O)NC2CCCc3ccccc32)s1 (stereo not given),1,0.5,99,100,98,6,.,99,11,97,100
CCOc1ccc(N(C(=O)c2cc3ccccc3oc2=O)C2C=CS(=O)(=O)C2)cc1 (stereo not given),0,0.3,97,95,101,29,2,94,9,105,102
COc1cc(NC(=O)c2cc3nc(C)cc(C)n3n2)c(OC)cc1Cl,3,0.8,94,95,95,11,20,95,22,92,94
O=C1C2C3C=CC(C4CC34)C2C(=O)N1Cc1ccco1 (stereo not given),-1,0.0,99,100,99,2,20,101,5,98,101
Oc1ccc(Cl)cc1C=Nc1ccc2c3c(cccc13)CC2,10,0.2,96,97,98,17,12,99,3,99,102
CCC(C)(C(=O)NC1CCCCC1)N(C(=O)C1CCC(=O)N1)c1ccccc1 (stereo not given),0,0.0,99,97,100,5,.,100,52,99,101
COc1cc(Cl)c(C)cc1NC(=O)COc1cc(C)nc(C(C)C)n1,4,0.7,95,94,95,11,13,97,34,94,94
N#CCSc1nc2ccccc2c(=O)n1CCC(=O)NCCc1ccccc1,.,.,102,101,103,4,-6,104,17,101,102
O=[N+]([O-])c1ccc(-c2csc(Nc3ccccc3)[n+]2Cc2ccccc2)cc1,0,-0.2,102,102,103,3,10,100,10,101,103
C=CCc1ccccc1OCCCCN1CCCC1,4,0.6,97,99,98,29,.,100,11,94,101
O=C(Cc1c(F)cccc1Cl)N1CCN(C(=O)c2ccco2)CC1,1,0.1,96,99,98,91*,.,99,19,96,100
Cn1c(Cn2c(=O)sc3ccccc32)nnc1SCC(=O)NCc1ccc(F)cc1,3,0.2,96,98,98,23,.,98,14,100,101
COc1ccccc1C(=O)/C=C/c1ccc(N2CCCCC2)c([N+](=O)[O-])c1,43,8.9,97,95,95,11,0,95,16,101,97
O=C(NCCc1ccccc1)c1cnn2c(C(F)F)cc(C3CC3)nc12,0,-1.2,98,99,98,-1,14,97,39,99,99
CCOc1ccc(N(CC(=O)NC2CCCC2)S(=O)(=O)c2c(C)noc2C)cc1,3,0.8,100,99,100,9,.,104,22,103,106
Cc1nc2ccccn2c1C(=O)OCC#N,4,0.0,100,94,98,9,.,96,18,101,100
CN1/C(=C/C(=O)c2cccs2)Sc2ccccc21,0,0.2,102,96,104,14,.,101,5,104,101
CC(=O)Nc1ccc(N=Nc2ccc(O)cc2)cc1,3,0.6,95,97,98,13,.,97,5,99,97

# Additional entries follow.
SMILES,ABCG2 inh,ABCB1 inh,Rab2 wt GTP,Rac1 mut GTP,HRas wt GTP bind,Avidin bead fluor,Pf gamet viab,Cdc42 wt,GSH bead fluor,Rab7 wt GTP bind,Rac1 wt GTP bind
O=C(COC(=O)c1c2c(nc3ccccc13)CCCC2)Nc1ccc2c(c1)OCO2,0,0.3,96,97,98,33,.,97,47,101,98
COC(=O)c1sc2nc(SCc3cccc(Cl)c3)n(N)c(=O)c2c1C,5,3.1,98,96,97,1,-6,96,29,95,100
Cc1ccc(Nc2nc(NCC3CCCO3)nc(N)c2[N+](=O)[O-])cc1 (stereo not given),10,1.4,101,102,101,13,-5,104,18,102,105
CC1CCc2sc(C(=O)NN)cc2C1 (stereo not given),2,0.0,103,95,99,9,27,100,14,106,101
Cc1cc2oc(C(=O)Nc3c(C)n(C)n(-c4ccccc4)c3=O)c(C)c2cc1Cl,8,2.2,99,100,101,3,4,98,10,100,103
Cc1ccc(C(=O)O/N=C(\N)c2nonc2N)cc1,11,0.1,101,100,103,18,8,103,9,100,102
O=C(CCSc1ccccn1)Nc1ccc(Br)cc1,13,0.9,96,100,99,17,6,100,12,96,102
COc1c(Cl)ccc(Cl)c1C(=O)NC(=S)N1CCOCC1,1,0.9,104,100,99,9,2,95,20,103,104
CC(=NCCN1CCNCC1)C1=C(O)CC(C)(C)CC1=O,2,0.8,101,98,102,9,.,103,16,98,102
CCOC(=O)C(C)Sc1nnc2n1C(C)(C)Cc1ccccc1-2 (stereo not given),17,1.2,99,98,98,44,29,102,29,93,103
CCN(CC)c1nc(Nc2ccc(Cl)cc2)nc(OCC#N)n1,8,0.7,103,95,103,21,11,99,9,103,100

# Looked up above.
# COc1c(Cl)ccc(Cl)c1C(=O)NC(=S)N1CCOCC1 – Rac1 wt GTP bind: 104
# Cc1ccc(C(=O)O/N=C(\N)c2nonc2N)cc1 – ABCG2 inh: 11
# Cc1cc2oc(C(=O)Nc3c(C)n(C)n(-c4ccccc4)c3=O)c(C)c2cc1Cl – Rac1 mut GTP: 100

# High-throughput results deposited in PubChem BioAssay by several laboratories.
